High-throughput results: PubChem, Broad Institute
ERAP1 inh: inhibitors of human ERAP1 aminopeptidase; Q9NZ08; recombinant ERAP1, Leu-AMC fluorescence, 60 min; inhibition, % at 10.7 µM; 0.15% of 340,000 active; AID 652197;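 active = mean replicate inhibition of at least 30%, or all replicates individually reaching that 30% level; inactive = mean below 30% and not every replicate reaching it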;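 note: 0% = neutral control wells and 100% = L-leucinethiol positive control wells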
XiGFP reactiv: X-chromosome reactivation activator; activation, % at 7.58 µM; XiGFP mouse fibroblasts, % GFP-positive cells imaging, 3 d; cells co-treated with 5-aza-dC sensitizer; scaled so ellipticine positive control = 100%; AID 743238; 0.055% of 360,000 active;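 active = mean normalized replicate activation at least 10% and every replicate at or above 10%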;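 note: 0% = median of on-plate neutral control wells and 100% = ellipticine 6 µM median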
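Material: SV40-immortalized XiGFP fibroblast cells, line 68-5-11 | Buffer or medium: DMEM containing 5-aza-dC | Dosing: One concentration, pinned | Times: 3 d treatment, 15 min room-temperature fixation | Controls: Ellipticine 6 µM positive control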
S100A4 inh HTS: blocks human S100A4 binding to myosin IIA peptide | S100A4/TAMRA-MyoIIA peptide fluorescence polarization | inhibition, % at 10.7 µM | 0.14% of 360,000 active | AID 652163;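 active = mean inhibition of at least 70% across replicates, with every replicate also reaching that level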
Target sequence (P26447 whole entry, looked up): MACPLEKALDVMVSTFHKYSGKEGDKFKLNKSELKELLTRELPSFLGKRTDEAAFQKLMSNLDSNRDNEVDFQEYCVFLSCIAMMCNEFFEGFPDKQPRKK
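Assay system: human S100A4 monomer with TAMRA-labelled myosin IIA peptide / Buffer or medium: Calcium-containing HEPES buffer, pH 7.2 / Reagent: TAMRA-labelled myosin IIA heavy-chain peptide probe, 5 nM / Compound: one dose per compound / Timing: polarization read 5 min after assay mix addition, stable 5–60 min / Benchmarks: neutral control DMSO, positive control TFP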
E-sel inducer: E-selectin induction on HUVECs. P16581. HUVEC E-selectin immunofluorescence imaging; normalized: neutral wells 0, TNF-alpha wells 100. activation, % at 7.58 µM. 0.37% of 260,000 active. AID 686992;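 active = mean E-selectin-positive cell signal at least 10% of the positive control, reached in at least 60% of replicates, without over 20% cell loss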;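 note: in these data hits start at about 27%; measured in HUVEC primary endothelial cells; signal is the percent of cells scored E-selectin positive by PE staining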
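Read-out basis: % PE-positive cells; Test system: HUVEC primary endothelial cells; Technique: immunofluorescence imaging; Dosing: single-point compound dose.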
RAD54 inh: blocks human RAD54 Holliday junction branch migration; FAM/BHQ fluorescence; Q92698; 0.14% of 360,000 active; inhibition, % at 10.4 µM;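 active = mean normalized replicate activity at least 40 and at least half of replicates scoring 40 or more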;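 note: 0% = median of neutral control wells and 100% = median of positive control wells; inhibitors cause a drop in the FAM fluorescence signal; in these data hits start at about 50%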
esBAF inh: SWI/SNF esBAF complex inhibition; mouse ES cells, Bmi1-luciferase knock-in reporter, 24 h; 100% = twice the neutral-well signal; 2% of 350,000 active; AID 602393; reporter increase, % at 12.5 µM; in the data active = activation above about 40%;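 note: 0% = median of the plate's neutral control wells and 100% = double that signal; a rise in the Bmi1 reporter signal indicates esBAF inhibition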
ERp5 inh: ERp5 (human) disulfide isomerase inhibition | ERp5 insulin aggregation, absorbance 650 nm, 90 min | inhibition, % at 9.99 µM | 0.05% of 350,000 active | AID 651711;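 active = mean replicate inhibition above about 25%, with every replicate also reaching it, limit read from the data, passing the limit was not always enough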
Target sequence (Q15084 whole entry, looked up): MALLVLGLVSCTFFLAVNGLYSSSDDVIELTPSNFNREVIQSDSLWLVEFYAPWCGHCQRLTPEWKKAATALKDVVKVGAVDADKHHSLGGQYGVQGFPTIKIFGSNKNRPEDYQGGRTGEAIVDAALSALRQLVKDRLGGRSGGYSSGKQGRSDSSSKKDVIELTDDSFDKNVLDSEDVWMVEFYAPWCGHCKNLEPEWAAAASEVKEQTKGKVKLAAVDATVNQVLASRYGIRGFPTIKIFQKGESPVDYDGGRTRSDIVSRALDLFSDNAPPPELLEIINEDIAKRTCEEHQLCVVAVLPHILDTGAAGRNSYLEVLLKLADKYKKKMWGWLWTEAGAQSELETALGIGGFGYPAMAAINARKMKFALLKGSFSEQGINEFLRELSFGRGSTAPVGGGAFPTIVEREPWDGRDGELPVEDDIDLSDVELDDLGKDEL
RAD52 inh: blocks human RAD52 DNA annealing | AID 651710 | 0.46% of 360,000 active | inhibition, % at 18.7 µM | P43351 | recombinant RAD52 DNA annealing, FRET fluorescence;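 active = every replicate showing at least 50% inhibition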
Target sequence (P43351 whole entry, looked up): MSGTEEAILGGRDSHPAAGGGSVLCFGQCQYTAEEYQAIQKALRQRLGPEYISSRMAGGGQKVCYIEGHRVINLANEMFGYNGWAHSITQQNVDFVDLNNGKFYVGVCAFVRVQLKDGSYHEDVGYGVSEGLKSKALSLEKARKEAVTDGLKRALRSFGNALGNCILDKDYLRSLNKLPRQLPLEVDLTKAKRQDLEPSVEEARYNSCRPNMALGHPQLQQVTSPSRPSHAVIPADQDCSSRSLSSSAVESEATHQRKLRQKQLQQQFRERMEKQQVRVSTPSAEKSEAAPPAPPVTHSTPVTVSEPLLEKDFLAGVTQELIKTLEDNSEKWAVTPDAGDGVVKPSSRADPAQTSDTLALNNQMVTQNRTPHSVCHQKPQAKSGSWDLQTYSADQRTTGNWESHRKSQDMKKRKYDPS
* = called active by the depositor; nt = not tested or not shown; & = joins results of further samples. Rows were taken by chance. About 2.5% of those tested had a hit in this group.

smiles,XiGFP reactiv,S100A4 inh HTS,RAD54 inh,ERAP1 inh,esBAF inh,ERp5 inh,E-sel inducer,RAD52 inh
COc1nc(Oc2ccc(/C=N/O)cc2)nc(N(C)C)n1,nt,-3,4,1,-4,-6,nt,-8
O=C(c1cc2c(c(-c3cccc(-c4ccc(F)cc4)c3)n1)[C@@H](CCO)N(C(=O)c1ccc3c(c1)OCO3)C2)N1CCOCC1,0.0,-4,-10,2,6,3,0.1,0
Cc1ccc(C)c(S(=O)(=O)NNC(=O)c2sc(NS(=O)(=O)c3ccccc3)nc2C)c1,0.1,1,-17,-2,1,1,nt,-8
O=C(COC(=O)c1cc(=O)[nH]c2ccccc12)NC1CCCCC1,0.0,-2,-13,0,-5,4,nt,-9
CCC1CCCCN1CC(O)COCc1cccc(OC)c1 (configuration not stated),0.1,33,10,1,-4,-1,0.0,-5
O=[N+]([O-])c1cccc(-c2ccc(C(=S)N3CCN(c4ccccc4)CC3)o2)c1,0.4,2,-9,-2,nt,-1,24,-10
CCOC(=O)N1CCC(N2CCN(Cc3ccccc3)C(CCO)C2)CC1 (configuration not stated),0.2,3,-10,4,7,5,nt,-9
O=C(N[C@H]1CC[C@@H](CCNS(=O)(=O)c2ccc(Cl)cc2)O[C@@H]1CO)c1ccccn1,0.0,15,4,0,4,-1,0.1,-13
O=C(NCC[C@H]1CC[C@H](NS(=O)(=O)c2ccc(Cl)cc2)[C@H](CO)O1)c1ccc2c(c1)OCO2,0.0,14,0,-4,0,2,-1.7,7
COc1ccc(CN(C)C(=S)Nc2ccc(Cl)cc2Cl)cc1,0.4,0,nt,-4,nt,0,-0.1,-2
COc1ccc(S(=O)(=O)Nc2ccc3c(c2)C(=O)N([C@@H](C)CO)C[C@@H](C)[C@@H](CN(C)C(=O)Cc2ccccc2)OCCCC[C@@H](C)O3)cc1,-0.7,-24,-1,-3,11,-2,-0.1,-8
C[C@@H]1CN([C@@H](C)CO)C(=O)c2cc(Br)cnc2O[C@@H]1CN(C)Cc1ccncc1,-0.3,-2,-9,-2,1,0,-0.5,-10
CC1C(=O)N(Cc2ccccc2F)c2ccccc2N1C(=O)c1c(F)cccc1F (configuration not stated),0.0,-1,-6,4,-11,2,16,-3
C=CCOc1ccc(/C=C/C(=O)OCC(=O)NCc2cccc(OC)c2)cc1,0.1,1,0,2,-7,6,nt,-9
O=C(O)c1ccccc1N/N=C/C1=C(N2CCOCC2)C(=C\c2ccccc2)/CC1,-0.2,1,-6,5,10,13,nt,-69
CC(C)CC#Cc1ccc2c(c1)O[C@H](CN(C)C(=O)C1CCOCC1)[C@@H](C)CN([C@@H](C)CO)S2(=O)=O,-1.3,-7,-3,-1,6,-1,-0.2,6
C[C@@H]1CN([C@@H](C)CO)C(=O)Cc2cc(NC(=O)CCCN(C)C)ccc2O[C@H]1CN(C)Cc1ccc(Oc2ccccc2)cc1,-0.3,17,29,-4,3,-1,nt,91*
Cc1ccc(CNC(=O)c2ccc3c(=O)n4c(-c5ccc(C)cc5)csc4nc3c2)cc1,0.0,-1,1,-5,2,0,nt,-10
O=C(NCCN1CCN(c2cccc(Cl)c2)CC1)C1CCCN(S(=O)(=O)c2cnc[nH]2)C1 (configuration not stated),-0.2,2,-1,-1,-2,7,nt,-5
COc1ccc(CNC(=O)C[C@@H]2CC[C@@H]3[C@@H](COc4ccc(NC(C)=O)cc4C(=O)N3C)O2)cc1,0.1,-2,-12,0,1,9,0.0,2
O=C(c1ccco1)N1CCN(Cc2nc3cc(Cl)ccc3c(=O)[nH]2)CC1,-0.1,22,nt,-1,nt,4,-2.7,-8
CN=C(NC#N)NCCSCc1nc[nH]c1C,-0.2,-7,4,0,2,1,0.0,7
COC(=O)[C@H]1COC(c2ccc(OCCCO)cc2)=N1,nt,-3,-3,2,nt,-7,nt,11
CCOC(=O)c1ccc(NC(=O)Nc2nncs2)cc1,0.8,5,nt,-1,nt,-2,0.4,-12
CCn1c2ccccc2c2cc(NC(=O)COC(=O)c3cc(S(N)(=O)=O)c(Cl)cc3Cl)ccc21,-0.1,38,nt,0,nt,-2,nt,-5
CN(C)S(=O)(=O)c1cccc(NC(=O)c2cccc(N3C(=O)CCC3=O)c2)c1,0.0,0,8,-1,-1,5,-0.9,-4
COc1ccc(S(=O)(=O)NC(=O)C2(C)CCN2C(=O)Cc2cccc3ccccc23)cc1 (configuration not stated),0.0,-2,4,3,1,3,-0.1,-16
Cc1sc(NC(=O)CN(CCc2ccccc2)C(=O)C2CC2)c(C(N)=O)c1C,-0.1,1,nt,3,nt,4,0.0,1
Cc1ccc(/C=C2\SC(=S)N(CCC(=O)NNS(=O)(=O)c3ccc(C)cc3)C2=O)cc1,0.0,7,nt,1,nt,11,nt,-108
O=C(CN1CCN(c2ccccn2)CC1)Nc1cc(F)ccc1F,0.1,-3,-37,-2,-4,4,nt,-1
N=c1ncn(Cc2ccccc2)c2nc(SCCOc3ccccc3)[nH]c12,0.2,0,nt,-1,nt,1,nt,-5
CSc1ccccc1OCc1cc(C(=O)N2CCN(Cc3nccn3C)CC2)no1,0.1,-1,8,4,nt,0,nt,3
O=C(Nc1nnc(COc2ccc(Cl)cc2)s1)c1ccco1,0.0,4,nt,9,nt,1,0.3,-14
COC(=O)c1sccc1NC(=O)c1ccccc1Br,0.0,-5,nt,-1,nt,2,2.0,-14
COC(=O)c1c(C)[nH]c(C(=O)OCC(=O)c2c(N)n(CC(C)C)c(=O)n(C)c2=O)c1C,0.1,3,-1,-1,nt,0,0.0,-20
CC(C)(C)OC(=O)NCCCCCNC(=O)c1nc[nH]c1C(=O)N1CCN(c2ccccc2)CC1,-0.1,1,5,1,-2,6,-0.1,-35
CCCC(=O)Nc1cc(Cl)ccc1N1CCN(C(=O)CC)CC1,nt,4,-4,0,-5,-5,nt,-21
O=C(CNCc1ccccc1Cl)Nc1ccc2c(c1)OCCO2,0.0,3,1,-1,52*,-7,nt,-13
COc1ccc(CC(=O)NNC(=O)c2ccco2)cc1,-0.1,-4,0,-2,3,2,1.2,1
CC(=O)Nc1ccc(SC[C@H](Cc2ccccc2)N2CCN(CC(C)C)CCC2=O)cc1,0.5,1,0,3,13,3,0.5,-11
CN(C)C(=O)c1cccc(-c2ccc([C@@H]3[C@H](CO)N4CCCCN(CCC(F)(F)F)C[C@@H]34)cc2)c1,0.2,14,4,-1,nt,3,0.0,-13
COc1ccc(-c2noc(-c3cc(C)cc(C)c3)n2)cc1OC,0.0,-1,-4,nt,7,3,0.9,-32
COc1ccc(N=C2SC(C(=O)Nc3ccc4c(c3)OCO4)CC(=O)N2C)cc1 (configuration not stated),0.2,2,-9&3,-3,-10&5,0,-0.2,-12
CC(C)NC(=O)Nc1ccc2c(c1)C(=O)N([C@H](C)CO)C[C@H](C)[C@H](CN(C)C(=O)Nc1cccc3ccccc13)OCCCC[C@@H](C)O2,0.2,2,2,-2,-8,1,-0.1,21
Cc1ccc(C)c(NS(=O)(=O)c2ccc(NC(=O)CSc3ccc(Cl)cc3)cc2)c1,0.0,-5,nt,3,nt,3,nt,-12
O=C(CCN1C(=O)C2C3CCC(C3)C2C1=O)OCC(=O)c1cccc([N+](=O)[O-])c1 (configuration not stated),0.0,-9,-12,-1,-7,-9,nt,-15
O=C(Nc1ccc(F)cc1)C(c1ccccc1)N1CCN(S(=O)(=O)c2ccc3ccccc3c2)CC1 (configuration not stated),0.0,-1,-3,8,nt,8,nt,4
Cc1noc(C)c1S(=O)(=O)Nc1cccc2c1O[C@H](CN(C)C(=O)NC(C)C)[C@H](C)CN([C@H](C)CO)C2=O,0.0,-5,1,4,0,5,0.0,-8
CCOc1ccc(NC(=O)CSc2nc3ccccc3nc2N2CCCC2)cc1,0.0,2,3,0,-3,0,nt,-30
CCc1ccccc1OCC(=O)Nc1ccc(N2CCCC2)cc1C,37*,-26,-7,1,4,2,-0.2,-19

Other structures follow:
smiles,XiGFP reactiv,S100A4 inh HTS,RAD54 inh,ERAP1 inh,esBAF inh,ERp5 inh,E-sel inducer,RAD52 inh
Cc1ccc(-c2n[nH]c(=O)c3ccccc23)cc1S(=O)(=O)N(C)C,0.0,-1,-4,1,1,-2,nt,-6
C[C@H](NC(=O)C[C@H]1C[C@@H]2c3cc(NS(C)(=O)=O)ccc3O[C@@H]2[C@@H](CO)O1)c1ccccc1,0.0,-12,1,3,2,0,-0.3,6
CC(C)CCc1noc(CN2CCC(C(=O)N3CCOCC3)CC2)n1,0.0,0,2,-4,nt,9,0.8,-9
CCc1nc2ccc(C(=O)N3CCCCC3)cn2c1N(C)CCCc1ccccc1,0.0,-3,1,1,-4,4,0.0,2
O=C(CN1C(=O)c2ccccc2S1(=O)=O)Nc1cccc(S(=O)(=O)N2CCOCC2)c1,-0.1,3,-10,-1,-2,6,-0.2,-15
CC1CCN(C(=O)c2nc[nH]c2C(=O)N2CCC(C)CC2)CC1,0.6,-1,-5,-4,-3,0,-0.1,12
O=C(Nc1ccc(C(=O)O)cc1)/C(=C\c1ccc2c(c1)OCO2)NC(=O)c1ccc(Br)cc1,0.1,-3,-6,-3,-2,-3,nt,-23
COc1cc(/C=N/N=C2/NC(=O)C(Cc3ccc(F)cc3)S2)ccc1O (configuration not stated),0.0,0,nt,-3,nt,-2,nt,-2
O=C(NCCCc1ccccc1)c1cccc(S(=O)(=O)N2CCOCC2)c1,0.0,0,7,-2,17,-3,nt,-1
COc1ccc(NC(=O)C(C)N2C(=O)C3CC=C(Cl)CC3C2=O)cc1 (configuration not stated),0.0,4,5,1,nt,-1,nt,10
CCN1C(=O)[C@H]2[C@@H](c3ccc(-c4cccc(Cl)c4)c(OC)c3)N[C@@](CC(C)C)(C(=O)OC)[C@H]2C1=O,0.4,-5&-1,3,0,-4,2&1,0.3,-4&-22
CNC(=O)C[C@H]1CC[C@H]2[C@@H](COc3ccc(NC(=O)c4ccc(OC)cc4)cc3C(=O)N2C)O1,0.1,-1,7,7,-1,3,0.1,-5
CCNC(=S)N/N=C/c1cc(C)ccc1C,0.1,27,nt,-2,nt,-4,nt,-8
Cc1ccc(S(=O)(=O)c2c(N)n(Cc3ccco3)c3nc4ccccc4nc23)cc1C,nt,-4,-7,4,9,-12,-1.7,-62
O=C(N/C(=C\c1ccccc1)C(=O)N1CCCCCC1)c1ccccc1,0.0,2,nt,-3,nt,1,nt,-16
O=C(c1cccc(F)c1)N1CC[C@H]2[C@H](CO)Nc3ccc(-c4ccccc4)cc3[C@H]21,0.1,12,nt,2,nt,21,0.7,-4

Limited to ERp5 inh and E-sel inducer, for 3 of the compounds above:
Structure	ERp5 inh	E-sel inducer
C[C@H](NC(=O)C[C@H]1C[C@@H]2c3cc(NS(C)(=O)=O)ccc3O[C@@H]2[C@@H](CO)O1)c1ccccc1	0	-0.3
CC(C)CCc1noc(CN2CCC(C(=O)N3CCOCC3)CC2)n1	9	0.8
CCc1nc2ccc(C(=O)N3CCCCC3)cn2c1N(C)CCCc1ccccc1	4	0.0
